Source: PubChem
GSK3beta inhib = inhibitors of human GSK3beta kinase; GST-GSK3beta kinase, ADP-Glo luminescence, 60 min; active compounds read low; activity score (negative = inhibition), % at 10 µM; hit rate 0.038% among 300,000; AID 2097;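 active = more than half of replicate wells score below -50%, meaning over 50% inhibition versus plate controls; inconclusive = some replicates but at most half score below -50%; inactive = no replicate scores below -50%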;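 note: 0% = median DMSO wells and -100% = median GW8510 positive control wells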
Target sequence (P49841 whole entry, looked up): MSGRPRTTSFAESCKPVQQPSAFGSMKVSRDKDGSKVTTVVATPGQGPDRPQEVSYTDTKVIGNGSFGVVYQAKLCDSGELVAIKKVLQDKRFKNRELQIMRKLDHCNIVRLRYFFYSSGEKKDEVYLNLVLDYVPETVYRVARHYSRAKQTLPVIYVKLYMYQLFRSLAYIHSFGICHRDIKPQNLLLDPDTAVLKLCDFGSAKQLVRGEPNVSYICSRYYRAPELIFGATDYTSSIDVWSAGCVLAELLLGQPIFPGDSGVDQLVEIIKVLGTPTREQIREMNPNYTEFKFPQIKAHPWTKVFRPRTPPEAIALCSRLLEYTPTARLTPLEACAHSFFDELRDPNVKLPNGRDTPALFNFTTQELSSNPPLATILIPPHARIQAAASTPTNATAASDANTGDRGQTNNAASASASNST
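Test system – GST-tagged human GSK3beta kinase, cell-free · Incubation – 60 min enzyme reaction, room temperature · Signal – ADP-Glo luminescence · Also added – peptide substrate and ATP at 25 µM · Controls – DMSO neutral wells and GW8510 at 20 µM as positive · Buffer or medium – Tris/MgCl2 kinase buffer · Measure – Luminescence-derived activity versus plate DMSO and GW8510 wells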
AI-2 QS modul = Vibrio harveyi AI-2 quorum sensing modulation; Vibrio harveyi JMH597 AI-2 luminescence/OD600 ratio, 9 h; active compounds read low; strain lacks LuxN and CqsS sensors; 0 = neutral-control median; AID 2094; activity change, % at 7.5 µM; hit rate 0.4% among 300,000; in the data active = activity change below about -75%, passing the limit was not always enough; inconclusive = no clear call, values can overlap the other calls;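 note: luminescence divided by OD600 gain over 9 h not by final OD600 alone; inactives centre near 13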
HDAC3 inh = inhibitors of human histone deacetylase 3. recombinant HDAC3, fluorogenic peptide/trypsin coupled, fluorescence. O15379. hit rate 0.15% among 320,000. inhibition, % at 8.3 µM; in the data active = inhibition above about 26%, passing the limit was not always enough; inconclusive = no clear call, values can overlap the other calls
Target sequence (O15379 whole entry, looked up): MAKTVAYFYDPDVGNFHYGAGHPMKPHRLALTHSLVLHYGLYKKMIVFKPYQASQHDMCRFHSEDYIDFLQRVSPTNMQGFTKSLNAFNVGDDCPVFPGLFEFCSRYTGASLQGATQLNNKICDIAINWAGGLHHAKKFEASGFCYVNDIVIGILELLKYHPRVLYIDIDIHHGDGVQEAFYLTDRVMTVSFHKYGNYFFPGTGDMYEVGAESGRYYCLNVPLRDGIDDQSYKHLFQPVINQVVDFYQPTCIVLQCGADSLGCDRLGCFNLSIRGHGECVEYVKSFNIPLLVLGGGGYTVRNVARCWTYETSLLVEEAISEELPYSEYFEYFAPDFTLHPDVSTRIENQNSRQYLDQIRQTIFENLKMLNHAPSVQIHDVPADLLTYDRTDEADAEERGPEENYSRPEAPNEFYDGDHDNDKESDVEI
PolyA inh = blocks polyadenylation in yeast reporter cells. S. cerevisiae SKY197-pL101 polyadenylation reporter, beta-gal luminescence; efflux-impaired pdr1/pdr3 knockout yeast; score 100 = 6 SD above DMSO. calls only at 12 µM. hit rate 0.02% among 300,000;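 active = lowest replicate activity score at least 50, where 100 means six control SD above control mean; inconclusive = lowest score under 50 but half or more replicates reach 50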;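 note: yeast exposed to compound for 9 h at 30 °C; higher score means more reporter readthrough which indicates perturbed polyadenylation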
DYRK1A inh = Dyrk1A (rat) kinase inhibition; Q63470; ADP-Glo luminescence, NFATc1 peptide; inhibition, % at 12.5 µM; hit rate 0.43% among 310,000; AID 504441; in the data active = inhibition above about 50%;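 note: plate controls were vehicle with enzyme for no effect and no enzyme for full effect; many of its hits are not listed in these tables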
HSP90 inh = HSP90 refolding inhibition in rabbit reticulocyte lysate | AID 1789 | hit rate 0.91% among 290,000 | luciferase refolding luminescence, 3 h | inhibition, % at 5.6 µM;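 active = inhibition above the screen-wide mean plus 3 SD, computed separately per campaign, cut at about 16% in these data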;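 note: 0% = DMSO wells and 100% = 60 µM geldanamycin wells; inhibitors lower the luminescence because luciferase stays unfolded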
GSK3A inh = blocks human GSK-3 alpha kinase. ADP-Glo luminescence, 60 min. hit rate 0.1% among 320,000. inhibition, % at 10 µM. AID 2650;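 in the data active = inhibition above about 50%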;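 note: GST-tagged GSK-3 alpha with peptide substrate and 25 µM ATP; 0% = DMSO neutral wells and 100% = GW8510 positive control wells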
HSF1 inh = HSF1 inhibition; NIH3T3-HGL HSE-luciferase, MG132-induced, luminescence 8 h; active compounds read low; activity change, negative = inhibition, % at 7.5 µM (by protocol); hit rate 0.77% among 300,000; AID 2098;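 active = more than half of replicate wells show activity change below -50%, luminescence cut by over half; inconclusive = some wells, but at most half, below -50%; inactive = no replicate well below -50%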;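 note: luciferase reports HSF-1 transcriptional activity via heat shock element; 0% = median of DMSO wells and -100% = zero luminescence signal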
Platelet DG rel = modulates dense granule release in human platelets | human platelet-rich plasma, SFLLRN dense granule ATP release, luminescence | inhibition, %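 (compounds screened at 7.5 µM in platelet-rich plasma)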 | hit rate 0.22% among 300,000;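 active = mean replicate score, as percent of positive control, at or above 50; inconclusive = mean below 50 but at least one replicate at or above 50; inactive = mean and every replicate below 50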
HSF-1 act = increases HSF-1 driven luciferase reporter signal. activation, % at 9 µM. AID 504408. NIH3T3-HGL HSF-1 luciferase reporter, MG132, 8 h; 100% = twice DMSO control signal. hit rate 1.7% among 300,000;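 active = mean replicate activation of at least 50% with a set share of replicates each reaching 50%; inconclusive = only one of those two conditions met; inactive = mean below 50% and too few replicates reaching it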;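 note: 0% = median of the neutral control wells and 100% = twice that signal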
Active calls of the source: *; i = inactive; ? = inconclusive; . = no result given. An excerpt (hit frequency here may not be typical).

SMILES	GSK3beta inhib	AI-2 QS modul	HDAC3 inh	PolyA inh	DYRK1A inh	HSP90 inh	GSK3A inh	HSF1 inh	Platelet DG rel	HSF-1 act
COc1cc(NC(=S)Nc2ccccn2)cc(OC)c1	-2	37	?	i	7	-4	2	0	-1	14
CCCN1Cc2cccc(C(=O)Nc3ccc(-c4nc5ccccc5[nH]4)cc3)c2C1=O	-1	5	-2	i	-1	-2	-1	5	-3	?
COc1ccc(S(=O)(=O)N2CCC(C(=O)Nc3ccc4c(c3)OCCO4)CC2)cc1OC	6	16	-1	i	-5	1	9	-6	0	6
CCOC(=O)CCCNC(=O)CN1C(=O)NC2(CCCCCC2)C1=O	5	27	-9	i	-4	0	1	-3	-2	1
CC1CC(C)(C)NC(=S)S1 (stereo not given)	-2	-5	-5	i	-1	-2	-1	1	-6	2
Cc1cc(C)nc(NS(=O)(=O)c2ccc(N3C(=O)C4CCCCC4C3=O)cc2)n1 (stereo not given)	-1	14	1	i	14	-3	2	1	19	29
O=C(COC(=O)[C@@H]1CCCN1S(=O)(=O)c1ccc(Cl)cc1)NC12CC3CC(CC(C3)C1)C2	2	18	11	i	-5	3	-3	-2	-4	1
COc1ccc2oc(C(=O)N(CC(C)C)C3CCS(=O)(=O)C3)c(C)c2c1 (stereo not given)	-1	9	5	i	7	.	0	-1	-2	-2
CCC(=O)Nc1ccc(Cl)c(NC(=S)NC(C)=O)c1	2	15	-5	i	10	2	.	-10	1	-9
Cc1ccc(C)c(N2CCN(CCN3CCCCC3)CC2)c1	2	17	1	i	-2	-2	0	-57*	-3	-63
CCOC(=O)C1=C(COC(=O)/C=C/c2ccccc2F)NC(=O)NC1C (stereo not given)	1	-39	8	i	.	.	0	3	11	-12
COc1cc(-c2nnc(COc3ccc(Cl)cc3C)o2)cc(OC)c1OC	-6	-8	-3	i	-7	5	1	4	-8	2
c1ccc2c(Cn3nnc4ccccc43)cccc2c1	2	-2	2	i	8	1	-3	1	-2	23
COc1ccc(N2C3=[N+](CC2(C)O)c2ccccc2CC3)cc1 (stereo not given)	1	17	-1	i	-3	-1	0	11	-2	31
O=[N+]([O-])c1cc(S(=O)(=O)N2CCCC2)ccc1NCCc1ccccc1	0	-1	6	i	-4	-2	0	-1	-15	10
O=C(NC(=S)NCc1cccnc1)c1ccc([N+](=O)[O-])cc1	0	35	8	i	3	0	-1	-6	-1	16
CCOC(=O)C1CCN(S(=O)(=O)c2cccc(C(=O)Nc3ccccc3)c2)CC1	3	30	0	i	2	-3	0	1	-3	-1
O=C1/C(=C\c2cccnc2)CCc2ccccc21	-3	28	0	i	4	-1	-1	-6	28	-5
CCOc1ccc(/C=N/NC(=O)C(C)N(c2ccc(OC)cc2)S(C)(=O)=O)cc1OCC (stereo not given)	2	10	8	i	-68	-4	-3	-9	4	2
CC(C)[C@@H](C(=O)N1CCN(Cc2ccc3c(c2)OCO3)CC1)n1nnc2ccccc2c1=O	13	2	-1	i	.	-1	-1	-10	-4	-20
COc1ccc(CCNC(=O)C2CCN(S(=O)(=O)c3ccc(OC)c(OC)c3)CC2)cc1	0	17	1	i	-6	6	0	0	-3	-6
CCCCN(CC)CCCNC(=O)CS(=O)(=O)Cc1nc(-c2cccc(OC)c2)oc1C	1	15	2	i	-2	3	0	4	6	-23
Cc1oc(-c2ccccc2Cl)[n+]([O-])c1C	-1	16	-5	i	3	-4	0	2	-3	6
COc1ccc(C(OC(=O)c2ccco2)C(=O)NCc2ccco2)cc1 (stereo not given)	0	13	3	i	1	6	-1	-3	-3	3
O=C(COc1ccc2c(-c3ccccc3)cc(=O)oc2c1)Nc1ccc(CCO)cc1	-1	.	-2	i	3	-5	0	8	-12	21
New compounds follow.
SMILES	GSK3beta inhib	AI-2 QS modul	HDAC3 inh	PolyA inh	DYRK1A inh	HSP90 inh	GSK3A inh	HSF1 inh	Platelet DG rel	HSF-1 act
CCOc1ccccc1NC(=O)CNS(=O)(=O)c1ccc2nc(C)sc2c1	0	25	5	i	-6	0	-1	1	-3	2
CNC(=O)c1[nH]cnc1C(=O)N[C@@H](CC(C)C)C(=O)OC(C)(C)C	2	14	5	i	-1	12	3	-5	2	0
CCCS(=O)(=O)N1CCC(C(=O)NCc2cccnc2)CC1	-3	28	-3	i	-4	0	-3	0	6	-4
CCN1CCN(CC(=O)Nc2sc3c(c2C#N)CCC(C)C3)CC1 (stereo not given)	0	5	11	i	19	1	1	1	16	-2
Nc1nnc(Cc2ccc(Cl)c(Cl)c2)s1	-6	-1	8	i	10	-2	.	-9	-10	1
O=C(c1ccco1)N1CCN(CC(O)Cn2c3ccccc3c3ccccc32)CC1 (stereo not given)	2	3	3	i	0	3	4	1	1	28
CN(CC(=O)Nc1cccc(F)c1)CC(=O)Nc1ccc(Cl)cc1[N+](=O)[O-]	0	14	-5	i	4	-1	0	-4	-2	9
O=C(COC(=O)C1COc2ccccc2O1)NC1CCS(=O)(=O)C1 (stereo not given)	2	8	1	i	-4	4	0	-5	5	-13
O=C(Nc1ccc(S(=O)(=O)Nc2ncccn2)cc1)c1ccco1	2	19	12	i	1	-1	-4	0	0	11
O=C(NCC1CCCO1)c1ccc(CS(=O)(=O)c2ccc(Cl)cc2)o1 (stereo not given)	-9	6	0	i	9	3	-2	4	-11	11
CCN1CCN(CCCN(Cc2ccco2)C(=S)Nc2ccccc2Cl)CC1	-1	0	4	i	-5	-3	1	-11	9	3
Cc1nc(SCC(=O)NCc2ccco2)c2oc3ccccc3c2n1	1	15	7	i	1	-2	5	-5	5	10
Cc1ccc(NS(=O)(=O)c2ccc(-c3ccc(=O)[nH]n3)o2)cc1	4	31	3	i	-4	4	-7	-2	-8	-10
O=C(c1ccc(NC2=NC3CS(=O)(=O)CC3S2)cc1)N(CCO)Cc1ccccc1 (stereo not given)	0	-2	0	i	-3	2	-1	5	-3	-4
Cc1ccc(/C=N/NC(=O)c2ccoc2C)o1	-8	9	-1	i	4	-1	3	14	7	23
O=C(CCNc1ccc(F)cc1)c1cccc([N+](=O)[O-])c1	-1	16	-14	i	5	1	-1	1	-6	13
NC(=O)CC(NC(=O)Cc1ccc(Cl)cc1)c1ccc(NCC2CC2)c([N+](=O)[O-])c1 (stereo not given)	3	5	3	i	5	.	-1	9	0	-9
COc1cccc(-c2noc(Cn3nc(C(=O)O)c4ccccc4c3=O)n2)c1	.	.	4	i	3	1	0	10	5	10
CCc1cccc2c(C(=O)CN3C(=O)NC4(CCc5ccccc54)C3=O)c[nH]c12 (stereo not given)	3	24	5	i	5	.	-4	4	11	24
Cc1noc(C)c1C(=O)Nc1sc(C)c(-c2ccccc2)c1C#N	2	-1	1	i	2	0	-2	-5	1	1
COC(=O)CCC(=O)NC1CC(C)(C)Cc2c1cnn2-c1ccc(F)cc1 (stereo not given)	-1	21	0	i	-5	-1	0	-5	14	3
Cc1[nH]c2ccccc2c1C(=O)C(=O)NCc1ccncc1	-3	25	8	i	2	-4	0	-4	-5	5
CC#CC(=O)NC1CCCN(C2Cc3ccccc3C2)C1 (stereo not given)	-1	6	-2	i	2	3	-1	7	.	17
O=C1CSC(c2ccccc2)N1c1ccc(F)cc1F (stereo not given)	-2	9	-2	i	-3	2	1	4	1	6
COc1ccc(N2CCN(CCNC(=O)C3CCN(S(=O)(=O)c4cccs4)CC3)CC2)cc1	-1	20	0	i	-2	0	0	-1	-5	17
Next part
SMILES	GSK3beta inhib	AI-2 QS modul	HDAC3 inh	PolyA inh	DYRK1A inh	HSP90 inh	GSK3A inh	HSF1 inh	Platelet DG rel	HSF-1 act
Cc1nn(C)cc1CNC(=O)c1cccc(F)c1	-3	20	2	i	-7	-1	-3	-6	2	-5
Cc1sc2ncnc(NCC(c3ccccc3)N(C)C)c2c1C (stereo not given)	.	.	0	i	14	-3	-1	-12	-3	-9
COc1ccc(NC(=O)C(Cc2ccccc2)NC(=O)c2ccco2)cc1OC (stereo not given)	2	13	0	.	4	-3	0	3	8	-9
CC(=O)Oc1cccc(/C=C2\Sc3ccccc3C2=O)c1	3	17	4	i	9	8	1	-2	30	-10
Cc1ccc2[nH]c(=O)c3cc(C(=O)NCCN4CCN(C)CC4)sc3c2c1	1	17	-37	i	29	1	0	-3	8	0
CCn1c(=O)c2c(nc3n2CC(C)CN3CCc2ccccc2)n(C)c1=O (stereo not given)	0	14	0	i	-1	2	6	5	0	18
Cc1cccc(C)c1OCC(=O)N(Cc1cccs1)C1CCS(=O)(=O)C1 (stereo not given)	1	15	4	i	3	3	1	4	-5	-8
N#Cc1cc2c(nc1SCC(=O)O)CCCC2	0	31	-6	i	2	4	-3	-3	-4	-10
Cc1cc(N2CCCC2=O)cc(C)c1S(N)(=O)=O	-2	17	-11	i	2	-1	-7	-9	-5	5
O=C(/C(=C(\O)c1ccccc1)c1nc2ccccc2[nH]1)c1ccccc1	0	35	8	i	-9	-2	6	-2	-12	-4
Cc1ccc(NC(=O)CSc2nnc(-c3cc(C)on3)o2)cc1	.	.	5	i	1	-5	-3	-10	12	3
CCOC(=O)c1ccc(-n2c(CCC(=O)O)ccc2-c2cccs2)cc1	2	82	2	i	4	-4	0	-29	1	-41
Cc1nnc(SCC(=O)N2CCN(c3ccccc3)CC2)n(N)c1=O	-15	-9	5	i	-2	-2	-1	2	3	-12
COc1ccc(C2=NS(=O)(=O)N(C)C(C(=O)NC3CCCC3)=C2)cc1OC	0	17	-2	i	1	-6	-1	0	0	-6
S=C(c1ccc(-c2ccccc2)o1)N1CCCCC1	2	4	16	i	.	1	0	22	5	64*
COc1ccc(C(=O)CC(=O)C(=O)Nc2ccc(Cl)cc2)cc1	-2	34	-2	i	5	-1	-2	18	-2	45
O=C(O)[C@H](Cc1ccccc1)NC(=O)C(c1ccccc1)(c1ccccc1)c1ccccc1	4	13	5	i	2	8	-6	0	-9	8
CCn1nnnc1NC(=O)c1cc(OC)c(OC)c(OC)c1	-1	10	3	i	.	4	-1	1	2	-4
O=C(Nc1ccccc1N1CCOCC1)c1cc2ccccc2o1	.	.	-8	i	4	5	-1	20	24	?
CCN(CC)S(=O)(=O)c1ccc(NC(=O)CN(c2cccc(F)c2)S(C)(=O)=O)cc1	1	7	1	i	-3	-2	-1	-7	13	-6
Cc1cc(NC(=O)Nc2ccc(Cl)cc2)no1	2	-11	-2	i	6	3	-1	6	1	-6
CCc1ccc2oc(=O)cc(CN3CCN(CCO)CC3)c2c1	4	19	6	i	0	3	1	-5	2	-13

Profiles as entered above. Order of screens: GSK3beta inhib	AI-2 QS modul	HDAC3 inh	PolyA inh	DYRK1A inh	HSP90 inh	GSK3A inh	HSF1 inh	Platelet DG rel	HSF-1 act
Profile of Cc1ccc2[nH]c(=O)c3cc(C(=O)NCCN4CCN(C)CC4)sc3c2c1 → 1	17	-37	i	29	1	0	-3	8	0
Profile of CC(=O)Oc1cccc(/C=C2\Sc3ccccc3C2=O)c1 → 3	17	4	i	9	8	1	-2	30	-10
